Assay outcomes as filed in PubChem BioAssay.
NS5 inhibitors = flavivirus cap methylation enzyme inhibition – biochemical, confirmation dose response, primary screen (AID 588689); actives 0.3% (n = 340,000); inhibition, % at 25 µM, or IC50 in µM where a hit was titrated; Dengue-2 NS5 methyltransferase capping enzyme assay, biochemical; higher % means a stronger effect; in the data active = a potency from the dose series; inconclusive = inhibition above about 29% without an active follow-up result
Siah-1 displacement = Siah-1 peptide-binding antagonists, primary screen, biochemical, fluorescence polarization, rhodamine-plectin, uHTS (AID 1817); Siah-1 / rhodamine-plectin peptide fluorescence polarization; higher % means a stronger effect; displacement, % at 20 µM, or IC50 in µM where a hit was titrated; actives 0.02% (n = 290,000);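 active = displacement of at least 50% at 20 µM, with a fluorescence ratio check between 0.3 and a set limit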;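 also: plate controls were Siah plus tracer with DMSO for no effect and tracer alone without Siah for full effect; strong numbers were not always called active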
Hep lipid drop = modulators of hepatic lipid droplet formation; actives 0.4% (n = 240,000); AML12 mouse hepatocytes, oleate lipid droplets, BODIPY imaging; AID 1656; inhibition, % at 6.5 µM;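 active = lipid droplet intensity inhibited by at least 50%, with more than 500 cells counted; inconclusive = wells with under 300 cells, treated as cytotoxic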
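Material: mouse AML12 hepatocyte cell line, fixed after treatment; Timing: compound with oleate, overnight; Technique: high-content imaging of BODIPY-stained droplets and DAPI nuclei; Probe or stimulus: oleate, 100 µM final; Dosing: compound at 6.5 µM only.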
XIAP antagonists = XIAP antagonists, biochemical, IAP family, fluorescence polarization (AID 1018) | XIAP BIR domain, fluorescence polarization peptide displacement; higher % means a stronger effect | displacement, % at 20 µM; hits with a dose series show IC50 in µM | actives 0.007% (n = 200,000); in the data active = displacement above about 50%; also: a part of the inactive calls stands beside numbers as strong as those of hits
HIV fusion peptide = inhibitors of HIV fusion peptide binding, primary screen, biochemical, uHTS, fluorescence dequenching (AID 1986); actives 0.3% (n = 290,000); cell-free peptide binding, fluorescence dequenching, 30 min; higher % means a stronger effect; one-dose inhibition, % at 20 µM; IC50 in µM for titrated hits; in the data active = inhibition mostly above about 52%, no sharp cut-off; inactive = mostly below about 76%; also: some results filed as inactive read as strong as hits
HEK293 NOD2/NF-kB = inhibition of NOD2-driven NF-kB reporter – cell-based, luminescence, uHTS, HEK293 (AID 1566); HEK293 NOD2/NF-kB luciferase reporter, luminescence; higher % means a stronger effect; inhibition, % at 4 µM, or EC50 in µM where a hit was titrated; actives 0.63% (n = 290,000); also: many of its hits are not listed in these tables
AID2073 = disruptors of CaV2.2 binding to Mint1 – biochemical, HTRF (AID 2073); actives 0.19% (n = 290,000); inhibition, % at 20 µM, or IC50 in µM where a hit was titrated; HTRF protein-protein interaction, Mint1-CaV2.2; higher % means a stronger effect; in the data active = inhibition mostly above about 51%, no sharp cut-off; inconclusive = no clear call, values can overlap the other calls; inactive = mostly below about 53%; also: some results filed as inactive read as strong as hits
Myeloid diff 2 = myeloid differentiation induction. ER-HoxA9 myeloid progenitors, lysozyme-GFP differentiation, flow cytometry. calls only at 10 µM. actives 1% (n = 360,000). AID 624256;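 active = normalized GFP-positive differentiation at or above the plate's own cutoff, the solvent-only control mean plus 3 SD; inconclusive = no clear call, values can overlap the other calls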;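 also: cells exposed to compound for four days before flow analysis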
LYP inhibition = inhibitors of LYP phosphatase, biochemical, fluorescence intensity, uHTS (AID 1779); recombinant LYP phosphatase, fluorescence intensity; higher % means a stronger effect; inhibition, % at 11.5 µM; hits with a dose series show IC50 in µM; actives 0.054% (n = 290,000);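 also: plate controls were vehicle with enzyme for no effect and no enzyme for full effect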
Hep lipid drop cells 6.5 µM = recorded beside Hep lipid drop, whose call it bears; cell count; measured here: cell count, cytotoxicity flag;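 cells counted across two imaged fields per well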
NS5 inhibitors pilot replicate = second read-out of NS5 inhibitors, no call of its own (marks repeat the call); inhibition, %; measured here: pilot screen replicate inhibition
Myeloid diff 2 GFP+ MAC1+ % = second read-out of Myeloid diff 2, no call of its own (marks repeat the call); GFP+ MAC1+ double positive, %; measured here: differentiation confirmed by MAC1 staining
* = called active by the depositor; i = inactive; ? = inconclusive; · = no result given; + = active, no number. Rule as the data show it, unless noted: active = inhibition above about 50%; inactive = the rest. A portion of the library; count on the stated rates, not on these rows.

SMILES	NS5 inhibitors	Siah-1 displacement	Hep lipid drop	Hep lipid drop cells 6.5 µM	XIAP antagonists	HIV fusion peptide	HEK293 NOD2/NF-kB	AID2073	Myeloid diff 2	Myeloid diff 2 GFP+ MAC1+ %	LYP inhibition	others
O=C(CCCSc1nc2ccccc2[nH]1)NC1=NCCS1	1%	-1%	·	·	-11%	-0.7%	10%	3%	i	0.5	-4%
CN(C)c1ccc(C2N(c3ccc(F)cc3)C(=O)C3CCCN32)cc1 (configuration not stated)	-2%	1%	·	·	-4.9%	0.3%	34%	0%	i	2.1	-3%
CCN1CCN(C(=O)c2cc(S(=O)(=O)Nc3ccc(S(C)(=O)=O)cc3)ccc2Cl)CC1	2%	5%	-4	654	-5.9%	-0.2%	13%	15%	i	0.1	-2%
O=C(c1ccco1)N(Cc1cccc([N+](=O)[O-])c1)c1ccc(Br)cc1	-4%	0%	-12	655	-9.8%	-0.6%	38%	-9%	i	0.2	-6%
Fc1ccc(OCc2nn3c(Cn4nnc5ccccc54)nnc3s2)cc1	-3%	1%	·	·	-4.7%	2.4%	-5%	-4%	i	0.6	4%
O=C1/C(=C\c2ccc(O)cc2)SC(=S)N1Cc1ccccc1	-44%	1%	-1	828	·	22%	-14%	6%	+	1.2*	-2%	NS5 inhibitors pilot replicate=32
O=C1CCC(=O)N(O)CCCCCNC(=O)CCC(=O)N(O)CCCCCNC(=O)CCC(=O)N(O)CCCCCN1	-2%	0%	2	752	·	5.5%	18%	6%	i	0.8	-2%
CCOc1ccc(N(CC(=O)N2CCOCC2)S(=O)(=O)c2ccc(SC)cc2)cc1	7%	1%	-3	771	·	0.8%	13%	-2%	i	1.9	-5%
Cc1cnc(NC(=O)Cn2cnc3c2c(=O)n(C)c(=O)n3C)s1	-2%	3%	21	682	·	-2.9%	-5%	5%	i	0.3	-11%
COCCc1nnc(NC(=O)C(C)C)s1	1%	10%	-9	691	·	2.2%	10%	0%	i	0.6	-10%
Nc1nnc(C(c2ccccc2)c2ccccc2)s1	-9%	-2%	·	·	-4.1%	-0.1%	2%	0%	i	0.3	-7%
Cc1cc(C)nc(NC(=S)Nc2ccc(F)cc2F)c1	-3%	-3%	13	674	-6.0%	-1.5%	-3%	36%	i	0.2	-5%
CN1C(=O)C(O)(CC(=O)c2ccccn2)c2cc(Br)ccc21 (configuration not stated)	-5%	-1%	2	751	-4.3%	0.0%	9%	-2%	i	0.5	-6%
Cc1cc(Cl)ccc1OCCCC(=O)N1CCCc2ccccc21	-5%	1%	11	828	-0.8%	-0.1%	-17%	10%	i	1.8	13%
Cc1cc(C)cc(N(C(=O)CCC(=O)Nc2cc(C)on2)C(C(=O)NC2CCCC2)c2ccco2)c1 (configuration not stated)	2%	12%	-5	747	-3.1%	-1.3%	2%	0%	i	0.6	-1%
CCOC(=O)c1cc(-c2csc(COc3ccccc3Cl)n2)on1	1%	-7%	15	759	·	-3.2%	2%	-4%	i	0.4	-6%
COc1cc(C2NC(=O)C(C#N)=C(S)N2c2ccccc2)ccc1OC(C)C (configuration not stated)	-5%	-2%	14	737	-1.1%	2.0%	1%	-19%	i	1.0	6%
COc1cc(OC)cc(C(=O)NC(=S)Nc2ccc(N3CCCC3)cc2)c1	17%	-3%	-4	505	-0.3%	-0.1%	19%	-14%	i	0.0	-5%
NS(=O)(=O)c1ccc(NC(=S)N2CCN(S(=O)(=O)c3ccc(F)cc3)CC2)cc1	·	1%	0	656	-13%	-2.4%	-3%	-33%	·	·	-2%
CC(C)(C)NC(=O)COC(=O)c1ccc(S(=O)(=O)N2CCCC2)cc1	-2%	0%	-5	701	-5.7%	-0.9%	9%	39%	i	0.6	-1%
O=C(Nc1ccc2c(c1)OCO2)C(c1ccccc1)N1CCN(C(=O)c2ccco2)CC1 (configuration not stated)	-12%	-5%	-32	701	0.4%	-2.4%	-8%	-8%	i	0.4	-3%
Cc1ccc(NC(=O)CCN2C(=O)c3ccccc3C2=O)cc1	-2%	2%	3	861	·	1.8%	3%	19%	i	1.0	-10%
CCc1ccc(OCC(=O)NNC(=S)NC(=O)C2CC2)c(Br)c1	-2%	-9%	19	690	·	13%	25%	-15%	i	3.4	-6%
CC(=O)C1=C(C)OC(N)=C(C#N)C1c1cccnc1 (configuration not stated)	11%	4%	12	690	-8.7%	-2.1%	-4%	0%	i	0.3	-6%
O=S(=O)(NCCN1CCOCC1)c1cc(Cl)c(Cl)cc1Cl	-16%	-7%	10	849	·	-0.5%	4%	9%	i	0.7	-5%
CSc1nc(NC(C)C)nc(N2CCOCC2)n1	·	-4%	3	753	-1.1%	0.3%	-3%	4%	i	0.5	-9%
O=C1c2cccc3cccc(c23)C(=O)N1OS(=O)(=O)c1ccc(Cl)cc1	-6%	7%	-17	335	-10%	0.9%	11%	34%	i	0.0	-2%
CN(Cc1ccc(F)cc1)C(=O)c1cccc(OC2CCN(C3CCCC3)CC2)c1	-1%	3%	-2	732	-4.3%	0.6%	-7%	10%	i	0.6	-4%
Cc1ccc(CC(=O)NCCS(=O)c2ccc(Cl)cc2)cc1 (configuration not stated)	-5%	0%	·	·	-13%	-3.7%	4%	-1%	i	1.0	-7%
CCOc1ccc(CCNC(=O)CN(C)S(=O)(=O)c2cccc3nsnc23)cc1OCC	-2%	3%	·	·	-2.8%	-1.1%	8%	-5%	i	2.4	-2%
Cc1cc(C(=O)N/N=C/c2ccccc2Br)no1	2%	-5%	·	·	-7.7%	14%	-27%	11%	i	1.0	3%
O=C(NCc1ccccn1)c1ccc(N2CCCC2)c([N+](=O)[O-])c1	-1%	3%	-14	708	-6.3%	1.6%	1%	10%	i	0.6	-9%
NC(=O)c1ccc[n+](Cc2ccc(-c3ccccc3)cc2)c1	-3%	0%	·	·	·	-0.2%	7%	2%	i	0.8	-11%
O=C(Nc1ccc(N2CCOCC2)cc1)c1cc(-n2cnnc2)ccc1Cl	4%	-4%	3	810	·	-1.2%	-2%	1%	i	6.4	-6%
N#Cc1ccsc1NC(=O)CCS(=O)(=O)c1ccccc1	-5%	-1%	-19	671	·	1.3%	12%	-4%	i	2.4	-6%
CCC(Br)C(=O)Nc1ccc(OC)cc1 (configuration not stated)	0%	6%	-6	722	-4.2%	0.0%	-4%	-18%	i	0.3	-7%
CCOC(=O)Cn1c(=O)c2c(nc(Br)n2CC(=O)OCC)n(C)c1=O	-2%	1%	·	·	3.5%	-0.7%	-3%	0%	i	0.7	-10%
COc1ccc(S(=O)(=O)N2CCN(C(=O)c3cc(-c4ccc(Br)cc4)n[nH]3)CC2)cc1OC	1%	-4%	10	744	·	-1.0%	20%	13%	?	·	0%
COc1ccc(C2=NOC(C(=O)NCCCN3CCOCC3)C2)cc1 (configuration not stated)	-1%	7%	-12	676	-0.5%	1.7%	4%	19%	i	7.0	-10%
CC(=O)CC1(C)OC(N)=C(C#N)C1(C#N)C#N (configuration not stated)	6%	-6%	·	·	-0.7%	2.3%	13%	-21%	i	1.5	-4%
NS(=O)(=O)c1ccc(CCNC(=O)CSc2nc3ccccc3c3nc(CCN4CCCCC4)nn23)cc1	-15%	-12%	-13	745	-15%	0.7%	-6%	9%	i	0.5	-6%
O=C(Nc1ccccc1)C1CCCN(S(=O)(=O)c2ccc(-n3cnnn3)cc2)C1 (configuration not stated)	3%	4%	0	760	-12%	3.1%	4%	1%	i	2.0	-3%
O=C(Nc1ccc(Oc2ncnc3cc(Cl)ccc23)nc1)Nc1cccc(C(F)(F)F)c1	8%	2%	18	743	·	-1.7%	13%	30%	?	·	-4%
CC(=O)N1CCN(C(=O)CSc2cc(C)c(Br)cc2C)CC1	-6%	0%	-2	634	·	0.3%	20%	-10%	i	0.0	-14%
C=COc1ccc(N2C(=O)c3ccccc3OC2C)cc1 (configuration not stated)	-5%	2%	-11	758	·	0.7%	-6%	?	·	·	-5%
CCCCn1c(N)c(N(CCC(C)C)C(=O)C2CC(=O)N(c3ccc4c(c3)OCCO4)C2)c(=O)[nH]c1=O (configuration not stated)	-5%	8%	0	786	·	1.2%	-5%	12%	i	0.9	-10%
CCc1ccc(NC(=O)COC(=O)c2cccs2)cc1	-8%	11%	8	832	·	0.7%	11%	?	i	0.4	-5%
CN(C(=O)CSC1=NCCS1)c1ccccc1	0%	7%	1	772	-5.1%	3.1%	7%	40%	i	0.6	-11%
CN(C)c1nc(N(C)C)n(C(=O)c2cccs2)n1	1%	0%	19	700	2.8%	0.9%	23%	-1%	i	0.2	-6%
Cc1cc([N+](=O)[O-])ccc1NC(=O)C1CCCO1 (configuration not stated)	1%	-4%	-3	659	-11%	-3.1%	10%	6%	i	0.4	-8%
Cc1cccc(C(=O)NCCC(=O)Nc2ccc(C#N)cc2)c1	-11%	14%	-13	825	·	-1.0%	5%	-3%	i	3.4	-4%
CCCNC(=O)c1nn2c(C(F)(F)F)cc(-c3ccccc3)nc2c1Br	-11%	4%	9	821	·	2.3%	12%	14%	i	0.3	-10%
Cc1cnc([N+](=O)[O-])n1CCOC(=O)NC(=O)c1c(F)cccc1F	-1%	3%	-10	623	-2.7%	-1.9%	8%	-8%	i	0.0	2%
CCOC(=O)C1=C(O)C(=O)N(c2ccc(S(N)(=O)=O)cc2)C1c1ccc(OC)cc1OC (configuration not stated)	-15%	3%	·	·	-3.1%	8.1%	14%	2%	i	0.7	-5%
S=C(NCCCN1CCOCC1)N1CCN(c2cccc(Cl)c2)CC1	-10%	3%	-9	800	·	-1.1%	11%	-18%	i	0.5	-3%
Cc1ccc([N+](=O)[O-])cc1NC(=O)CN1CCCCC1	-6%	3%	·	·	-5.4%	0.2%	14%	-4%	i	1.6	-2%

Random excerpt: four compounds from above, in no set order.
SMILES	NS5 inhibitors	Siah-1 displacement	Hep lipid drop	Hep lipid drop cells 6.5 µM	XIAP antagonists	HIV fusion peptide	HEK293 NOD2/NF-kB	AID2073	Myeloid diff 2	Myeloid diff 2 GFP+ MAC1+ %	LYP inhibition	others
Cc1cccc(C(=O)NCCC(=O)Nc2ccc(C#N)cc2)c1	-11%	14%	-13	825	·	-1.0%	5%	-3%	i	3.4	-4%
CN(C(=O)CSC1=NCCS1)c1ccccc1	0%	7%	1	772	-5.1%	3.1%	7%	40%	i	0.6	-11%
CN(C)c1nc(N(C)C)n(C(=O)c2cccs2)n1	1%	0%	19	700	2.8%	0.9%	23%	-1%	i	0.2	-6%
CCCNC(=O)c1nn2c(C(F)(F)F)cc(-c3ccccc3)nc2c1Br	-11%	4%	9	821	·	2.3%	12%	14%	i	0.3	-10%
